Compound activity (PubChem)
PLC-gamma1 inh = PLC-gamma1 enzyme inhibitors, primary screen, biochemical, fluorescence, purified enzyme | 1-phosphatidylinositol 4,5-bisphosphate phosphodiesterase gamma-1 (Homo sapiens), P19174 | fluorogenic substrate | inhibition, % at 12.2 µM | actives 0.84% (n = 370,000) | AID 720700, 2013; in the data active = inhibition above about 9.5%
Tn7 DDE FP = inhibitors of Tn7 peptide binding to fibrin DD(E), primary screen, biochemical, fluorescence polarization, human fibrin, Tn7 probe | Fibrinogen beta chain (Homo sapiens), P02675 | inhibition, % at 8.3 µM | actives 0.13% (n = 370,000) | AID 720508, 2013 | FP displacement of FITC-Tn7 peptide from fibrin DD(E); 0% = median of compound wells per plate;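 active = inhibition above the mean of compounds falling within the control limits plus 3 SD of them, cut at about 14% in these data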;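 note: 0% = plate median of compound wells and 100% = 10 µM Aha-Tn7 peptide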
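Also added: labelled Tn7 tracer, 0.1 µM; Assay system: human fibrin DD(E) protein; Amount: 2 µM fibrin DD(E); Schedule: 10 min compound pre-incubation, 3 h probe incubation at room temperature; Repeats: one replicate per compound; Read-out basis: percent inhibition; Measured by: fluorescence polarization of the labelled Tn7 tracer.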
ARFGAP1 inhibitor = inhibitors of rat ARFGAP1 GAP activity, primary screen, biochemical, fluorescence polarization, GDP tracer; Arfgap1-stimulated ARF1 GTP hydrolysis, GDP FP detection; inhibition, % at 16.5 µM; actives 0.26% (n = 360,000); AID 651572, 2012;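 active = inhibition above a per-plate limit, mean inhibition of low control wells plus 3 SD, cut at about 25% in these data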;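 note: 0% = DMSO wells with enzyme and 100% = wells lacking Arfgap1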
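Material: rat Arfgap1 GAP domain (His6, aa 1-136), purified enzyme. Also added: human ARF1(Δ1-17)-GTP substrate. Compound dosing: 16.5 µM single point, 1.26% DMSO. Timing: enzyme reaction 120 min at 25 °C after 20 min preincubation. Signal: GDP detection by fluorescence polarization. Read-out basis: percent inhibition of GAP-stimulated GDP formation, scaled between DMSO and no-Arfgap1 medians.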
Tn6 DDE FP = inhibitors of Tn6 peptide binding to fibrin DD(E), primary screen, biochemical, fluorescence polarization, human fibrin, Tn6 probe; Fibrinogen beta chain (Homo sapiens), P02675; actives 0.21% (n = 370,000); Fibrin DD(E) TRITC-Tn6 fluorescence polarization displacement; inhibition, % at 8.3 µM;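 active = inhibition above a per-campaign cutoff: mean of compounds within control limits plus 3 SD, cut at about 15% in these data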;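 note: 0% = median of all compound wells on the plate and 100% = blocking peptide control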
PLCb3 inh = human PLC-beta3 inhibitors, primary screen, biochemical, fluorescence | actives 0.18% (n = 370,000) | inhibition, % at 12.2 µM | Purified PLC-beta3, fluorogenic substrate; in the data active = inhibition above about 11%;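 note: 0% = median of compound wells on plate and 100% = full blocker control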
UHRF1 binding = UHRF1 methylated DNA binding inhibitors, primary screen, counter-screen for MBD2 inhibitor project, biochemical, TR-FRET, human UHRF1, single concentration; AID 687016, 2013; actives 0.75% (n = 370,000); E3 ubiquitin-protein ligase UHRF1 (Homo sapiens), Q96T88; inhibition, % at 4.4 µM; UHRF1 binding to methylated oligo; in the data active = inhibition above about 21%;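 note: UHRF1 SRA domain binding a hemimethylated CpG hairpin DNA probe; 0% = median of test compound wells and 100% = reference inhibitor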
ASAP1 inh = inhibitors of human ASAP1 ArfGAP activity, primary screen, biochemical, fluorescence polarization; AID 624377, 2012; inhibition, % at 16.5 µM; actives 0.19% (n = 360,000); ASAP1-stimulated ARF1 GTP hydrolysis, GDP FP detection; in the data active = inhibition above about 25%;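 note: 0% = vehicle with enzyme and substrate and 100% = no enzyme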
Target sequence (Q9ULH1 325-724 limits assumed): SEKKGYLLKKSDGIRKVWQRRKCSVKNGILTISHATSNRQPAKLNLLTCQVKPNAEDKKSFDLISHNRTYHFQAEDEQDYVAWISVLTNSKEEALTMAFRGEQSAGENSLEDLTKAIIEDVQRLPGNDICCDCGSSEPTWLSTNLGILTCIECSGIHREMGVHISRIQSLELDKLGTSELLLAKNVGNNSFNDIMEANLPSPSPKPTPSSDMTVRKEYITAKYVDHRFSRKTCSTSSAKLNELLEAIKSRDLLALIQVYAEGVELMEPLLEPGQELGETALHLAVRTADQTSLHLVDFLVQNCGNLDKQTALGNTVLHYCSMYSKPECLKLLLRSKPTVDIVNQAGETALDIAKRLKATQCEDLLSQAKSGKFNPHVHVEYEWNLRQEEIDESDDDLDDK
HGIII-sPLA2 inh = human group III sPLA2 inhibitors, primary screen, biochemical, QFRET, BODIPY PC-A2 liposome substrate | Group 3 secretory phospholipase A2 (Homo sapiens), Q9NZ20 | QFRET BODIPY PC-A2 liposome hydrolysis, fluorescence | inhibition, % at 12.2 µM | actives 0.56% (n = 370,000);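 active = inhibition above mean plus 3 SD of compounds lying within the high and low control bounds, cut at about 19% in these data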;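 note: 0% = median of test compound wells and 100% = no enzyme DMSO wells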
Target sequence (Q9NZ20 whole entry, looked up): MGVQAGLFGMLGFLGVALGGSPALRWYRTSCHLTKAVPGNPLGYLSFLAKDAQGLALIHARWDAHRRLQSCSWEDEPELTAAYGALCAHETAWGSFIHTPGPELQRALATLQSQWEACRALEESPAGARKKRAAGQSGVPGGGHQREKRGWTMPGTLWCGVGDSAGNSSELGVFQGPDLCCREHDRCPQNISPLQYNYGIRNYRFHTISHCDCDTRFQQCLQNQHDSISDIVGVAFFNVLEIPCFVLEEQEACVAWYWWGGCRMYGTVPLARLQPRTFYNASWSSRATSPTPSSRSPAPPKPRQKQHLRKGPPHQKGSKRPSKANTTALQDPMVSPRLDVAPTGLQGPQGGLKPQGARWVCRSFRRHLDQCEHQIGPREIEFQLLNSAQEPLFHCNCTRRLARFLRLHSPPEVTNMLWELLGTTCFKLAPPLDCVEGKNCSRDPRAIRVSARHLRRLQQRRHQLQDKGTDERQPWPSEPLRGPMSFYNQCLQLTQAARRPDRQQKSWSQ
KLK7 zymogen act = proKLK7 zymogen activators, primary screen, biochemical, fluorescence intensity | activation, % at 7 µM | Kallikrein-7 (Homo sapiens), P49862 | actives 0.9% (n = 370,000) | AID 652039, 2013 | purified proKLK7, EDANS-DABCYL substrate fluorescence; 100% is mature enzyme control, 0% vehicle;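 active = activation above the mean of all tested compounds plus 3 SD, computed per campaign excluding outliers beyond control limits, cut at about 13% in these data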
NR1D1 modulator = modulators of Rev-erb alpha DNA binding, primary screen, biochemical, FITC-DNA, fluorescence polarization, uHTS. Nuclear receptor subfamily 1 group D member 1 (Homo sapiens), P20393. actives 0.79% (n = 370,000). activity, % at 10 µM. Rev-erbα–FITC-DNA binding, 90 min;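 active = activity above about 14%, limit read from the data; passing the limit was not always enough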;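 note: 0% = DMSO wells with 35 nM protein and 100% = DMSO wells with 750 nM protein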
* hit, by the source's call; nt = not tested or not shown. Rows were taken by chance; 4.5% or so of the library scored in one or more.

Start of the listing, in advance (twelve entries):
cpd	smiles	PLC-gamma1 inh	Tn6 DDE FP	UHRF1 binding	HGIII-sPLA2 inh	ASAP1 inh	PLCb3 inh	ARFGAP1 inhibitor	NR1D1 modulator	Tn7 DDE FP	KLK7 zymogen act
1	Cc1c(C(=O)N2CCN(c3ccccc3)CC2)sc2nc3n(c(=O)c12)CCC3	1	-5	3	3	12	-14	10	-4	-5	0.1
2	CCOc1cc(/C=C\[N+](=O)[O-])ccc1OCC(=O)N1CCOCC1	2	-2	-4	2	-3	0	0	-11	7	-0.4
3	O=C1OCC(c2ccccc2)=C1c1ccc(S(=O)(=O)N2CCOCC2)s1	-16	0	-2	-27	-6	-22	-2	-5	-6	0.4
4	O=S1(=O)CCC(NC(=S)NC2CCS(=O)(=O)C2)C1 (configuration not stated)	-2	1	1	1	2	-1	3	-3	4	-0.5
5	O=C(CC1C(=O)NCCN1Cc1ccoc1)NCCc1ccc(Cl)cc1 (configuration not stated)	1	5	-2	5	-3	-1	-3	1	-2	0.3
6	Cc1ccc(C(=O)OCc2cc3ccccc3[nH]c2=O)cc1	4	5	-3	-6	11	0	-3	23*	-4	-0.4
7	Cc1ccc(CNC(=O)Cn2cnc3cc([N+](=O)[O-])ccc3c2=O)cc1	-9	3	-2	5	0	-9	22	7	-1	0.1
8	CCOC(=O)N1CCN(C(=O)C[C@@H]2C[C@@]3(C(=O)OC)CC(C)(C)CC=C3N(Cc3cccc4ccccc34)C2=O)CC1	3	-12	-2	-15	8	-1	1	-3	-11	0.6
9	Cc1ccc(S(=O)(=O)N2CCC(=O)N(CCOCc3cccc(F)c3)CC2)cc1	1	6	-1	-4	-6	-1	2	3	1	-0.2
10	Cc1ccc(-c2noc(CCCC(=O)NC3CCCCC3)n2)cc1	3	2	1	-1	-5	-4	1	-2	-9	-0.7
11	O=C1c2ccccc2OCOc2ccccc21	1	-3	-1	8	4	2	-4	0	-1	0.3
12	CCOC(=O)c1cc2nc(OCC)nc(OCC)c2[nH]1	-12	3	0	-9	4	-7	11	0	-1	0.9

The listing, from the first entry:
cpd	smiles	PLC-gamma1 inh	Tn6 DDE FP	UHRF1 binding	HGIII-sPLA2 inh	ASAP1 inh	PLCb3 inh	ARFGAP1 inhibitor	NR1D1 modulator	Tn7 DDE FP	KLK7 zymogen act
1	Cc1c(C(=O)N2CCN(c3ccccc3)CC2)sc2nc3n(c(=O)c12)CCC3	1	-5	3	3	12	-14	10	-4	-5	0.1
2	CCOc1cc(/C=C\[N+](=O)[O-])ccc1OCC(=O)N1CCOCC1	2	-2	-4	2	-3	0	0	-11	7	-0.4
3	O=C1OCC(c2ccccc2)=C1c1ccc(S(=O)(=O)N2CCOCC2)s1	-16	0	-2	-27	-6	-22	-2	-5	-6	0.4
4	O=S1(=O)CCC(NC(=S)NC2CCS(=O)(=O)C2)C1 (configuration not stated)	-2	1	1	1	2	-1	3	-3	4	-0.5
5	O=C(CC1C(=O)NCCN1Cc1ccoc1)NCCc1ccc(Cl)cc1 (configuration not stated)	1	5	-2	5	-3	-1	-3	1	-2	0.3
6	Cc1ccc(C(=O)OCc2cc3ccccc3[nH]c2=O)cc1	4	5	-3	-6	11	0	-3	23*	-4	-0.4
7	Cc1ccc(CNC(=O)Cn2cnc3cc([N+](=O)[O-])ccc3c2=O)cc1	-9	3	-2	5	0	-9	22	7	-1	0.1
8	CCOC(=O)N1CCN(C(=O)C[C@@H]2C[C@@]3(C(=O)OC)CC(C)(C)CC=C3N(Cc3cccc4ccccc34)C2=O)CC1	3	-12	-2	-15	8	-1	1	-3	-11	0.6
9	Cc1ccc(S(=O)(=O)N2CCC(=O)N(CCOCc3cccc(F)c3)CC2)cc1	1	6	-1	-4	-6	-1	2	3	1	-0.2
10	Cc1ccc(-c2noc(CCCC(=O)NC3CCCCC3)n2)cc1	3	2	1	-1	-5	-4	1	-2	-9	-0.7
11	O=C1c2ccccc2OCOc2ccccc21	1	-3	-1	8	4	2	-4	0	-1	0.3
12	CCOC(=O)c1cc2nc(OCC)nc(OCC)c2[nH]1	-12	3	0	-9	4	-7	11	0	-1	0.9
13	O=C(/C=C/c1ccc(Cl)cc1Cl)c1cccnc1	2	-2	-1	-4	2	1	11	-3	-4	0.0
14	O=C(c1ccc(F)cc1)N1CCN(c2cc(=O)[nH]nc2-c2ccccc2)CC1	1	2	-2	2	14	-2	-4	6	-7	-0.3
15	COc1cc(OC)cc(C(=O)Nc2ccc(S(=O)(=O)Nc3nc(C)cc(C)n3)cc2)c1	-2	-5	-1	-14	-3	2	6	1	11	0.2
16	Nc1ccc(C#Cc2ccccc2)cc1	-10	-2	-2	8	-3	-12	8	-4	4	-0.7
17	CC(C)(C)c1ccc(C2SCC(=O)N2c2cccc(C(=O)O)c2)cc1 (configuration not stated)	-5	-4	0	3	-1	-13	6	3	7	-0.4
18	Cc1ccc(-n2nc(-c3ccco3)cc2C(=O)O)c(C)c1	-14	-9	25*	1	-15	-29	-9	-16	-3	0.7
19	Cc1coc(C)c1C(=O)CC1(O)C(=O)Nc2cc(Cl)cc(Cl)c21 (configuration not stated)	-1	-6	2	-18	-6	-5	-1	-1	-8	0.7
20	CCOC(=O)CSc1nnc(-c2ccco2)n1-c1ccc(C)cc1	0	0	-2	7	-1	-1	7	0	4	0.5
21	CCOC(=O)N1CCC(N(CCN(C)C)C(=S)Nc2ccccc2Cl)CC1	3	-8	4	8	-1	-3	12	-9	1	1.0
22	C=CCc1cc(C)ccc1OCCCC(C(=O)OCC)C(=O)OCC	-3	-6	4	1	-7	-1	6	4	13	-0.6
23	CCN(CC)S(=O)(=O)c1ccc(NN=C2CCN(C(C)C)CC2)c([N+](=O)[O-])c1	2	1	-3	-1	-7	-5	-8	3	-2	-0.7
24	Clc1ccc2c(c1)C1CC2CCN1Cc1ccccc1 (configuration not stated)	0	-3	-2	2	-2	0	4	-5	-4	0.2
25	CC1CCCCN1C(=O)c1ccc(C(=O)c2ccccc2)cc1 (configuration not stated)	2	-1	0	14	-7	-5	5	-4	0	0.4
26	CCCCn1c(N)c(N(CC)C(=O)CSc2nnnn2-c2cc(C)ccc2C)c(=O)[nH]c1=O	0	-10	3	-9	-8	-3	4	-5	0	0.5
27	CCOC(=O)Nc1sc(C)c(C)c1C(N)=O	-8	8	4	17	6	-7	2	-4	2	0.1
28	CC(C)[C@H](N)C(=O)OCC(CO)OCn1cnc2c(=O)[nH]c(N)nc21 (some centres not stated)	7	0	1	17	nt	2	nt	-9	-8	-0.6
29	CCCCC1(C)NC(=S)N2N1C(=S)NC2(C)CCCC (configuration not stated)	7	5	1	1	2	-1	-10	-5	0	0.6
30	CCn1c(C(=O)Nc2ccsc2C(=O)OC)cc2sc(Cl)cc21	1	0	1	10	8	-1	15	3	-6	-0.5
31	CCOc1ccc(NC(=O)c2sc3nc(C)nc(N4CCOCC4)c3c2C)cc1	-3	7	2	-5	3	-10	2	5	0	0.9
32	CCCCC(=O)NNC(=S)NC(=O)C(c1ccccc1)c1ccccc1	-1	6	-3	18	-8	0	2	-1	5	0.0
33	CC(C)(C)c1ccc(C(=O)N2CCC(C(=O)NC3CCCCCC3)CC2)cc1	-1	1	-1	-3	-7	-5	4	6	3	0.5
34	C[C@@H]1CN([C@H](C)CO)C(=O)CCCn2cc(nn2)CO[C@H]1CN(C)S(C)(=O)=O	-2	2	0	-2	-10	2	1	-3	5	-0.1
35	COc1ccc(OCCSc2nc(C)c(Cc3ccccc3)c(=O)[nH]2)cc1	-2	-8	0	-2	-3	0	6	-3	3	0.0
36	COc1ccccc1NC(=O)c1ccc(-n2cccn2)c([N+](=O)[O-])c1	0	-2	-3	-1	2	7	-8	0	2	0.1
37	O=C(COc1ccc2c(-c3ccccc3)cc(=O)oc2c1)NCCCn1ccnc1	0	-3	-3	-5	-5	2	-3	1	2	-0.1
38	COc1ccc(NC(=O)CSc2cc(C(=O)c3nccn3C)c3ccccc3n2)cc1	-1	12	2	-5	14	-2	11	0	-4	0.6
39	NC(=O)CSc1nnc(CNc2cccc(Cl)c2)n1CCc1ccccc1	2	-9	2	0	0	4	-7	-4	-6	-0.1
40	CCOC(=O)c1sc2nc3n(c(=O)c2c1C)CCC3	1	8	-3	6	-2	1	4	-3	15*	0.3
41	O=C(O)CN1C(=O)CC(Cc2ccccc2)C1=O (configuration not stated)	6	3	1	2	-7	3	0	-2	-3	-0.2
42	COc1ccc(NC(=O)CN2CCCC2)cc1	0	3	1	2	-13	-6	-2	5	5	-0.5
43	CCCn1cnc2c(sc3nc4c(cc32)CSC(C)(C)C4)c1=O	-2	-8	1	5	5	0	-6	-9	3	0.4
44	N#Cc1ccccc1Sc1ccccc1C(=O)OCc1nnc(-c2ccccc2)o1	-5	5	-2	-30	6	-8	-3	4	-3	-0.8
45	O=C(N/N=C/c1cccnc1)c1ccc(NC(=O)c2ccc(Cl)cc2)cc1	-2	-4	-1	2	-7	-61	6	-3	8	-0.5
46	N#Cc1cnn(CC2CCCCC2)c1N	-2	0	0	2	-18	-1	-10	-3	3	-0.4
